From PubChem
HCV inh = inhibitors of hepatitis C virus infection; actives 3.4% (n = 340,000); Potency, µM (top dose mostly 41.8 µM), for inactives: top-dose activity change, negative = inhibition, usual class: inhibitors; Huh7.5.1 HCVcc-Cre infection, luciferase reporter, 44 h; active = well fitted inhibition curve with a large enough effect; inconclusive = small, poorly fitted or top-dose-only effect, or another doubt; inactive = no such curve, though single readings can be large or run the other way
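Seed cells (1,000/well) for 4 h; treat with compound and infect with HCVcc-Cre, moi about 0.5. Incubate 44 h, then detect luciferase activity.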
The depositor's hits bear a star; ? = inconclusive; [ ] = remark or other dose. % is scaled to controls: 0 for no effect and ±100 for the full control effect; potency is read from the fitted curve at half-maximal effect. The list is partial; rates above refer to the full screens.

Cc1c(NS(=O)(=O)c2cccc(C(=O)OCC(=O)c3ccc(Cl)cc3)c2)c(=O)n(-c2ccccc2)n1C
- HCV inh: -15.2%
CCCCOC(=O)C1C2CCC(O2)C1C(=O)OCC (centres undefined)
- HCV inh: -21.4%
COc1ccc(C#Cc2c(-c3ccsc3)oc3ccc(N4CCOCC4)cc23)cc1
- HCV inh: ?
Cc1ccc(NC(=O)C(C)Sc2nnc3ccccn23)cc1 (centres undefined)
- HCV inh: -2.4%
COc1ccccc1NC(=S)NC(=O)Cc1ccccc1
- HCV inh: 9.0%
C=C(CN(C)C)C(=O)c1cc(C)ccc1C
- HCV inh: ?
CCOC=C1C(=O)N(C(C)=O)c2cc(OC)c(OC)cc21
- HCV inh: -6.7%
O=C(NCC1CCCO1)c1ccc(NC(=O)c2cccc(Cl)c2)cc1 (centres undefined)
- HCV inh: -6.6%
O=C(COC(=O)c1n[nH]c2ccccc12)NCCc1ccccc1
- HCV inh: ?
C=CCn1c(SCCN2C(=O)c3ccccc3C2=O)nc2scc(-c3ccc(F)cc3)c2c1=O
- HCV inh: 20.1%

COC(=O)[C@@H](Cc1ccccc1)NS(=O)(=O)N[C@H](Cc1ccccc1)C(=O)OC
- HCV inh: -25.3%
CCOC1CCCC(n2cnc3c(=S)nc[nH]c32)O1 (centres undefined)
- HCV inh: 2.2%
CCN(C(=O)CSc1cccc[n+]1[O-])C1CCCCC1
- HCV inh: 14.8%
COc1ccc(OC)c(CN2CCN(C(=O)c3cc(S(=O)(=O)N4CCOCC4)ccc3C)CC2)c1
- HCV inh: -9.0%
COc1cccc(C2=CC(=O)CC(C)(C)C2)n1
- HCV inh: -0.6%
Cc1noc(C)c1NC(=O)N(C)C[C@H]1Oc2ccc(NC(=O)Nc3ccc4c(c3)OCO4)cc2C(=O)N([C@H](C)CO)C[C@@H]1C
- HCV inh: 4.2%
Cc1cc(C)n(-c2ccc(C(=O)OCC(=O)Nc3ccc(S(N)(=O)=O)cc3)cc2)n1
- HCV inh: 19.9%
CCOc1ccc(NC(=S)NS(=O)(=O)c2cc(Br)ccc2OCC)cc1
- HCV inh: 3.4%
COc1ccccc1NC(=O)c1cc(N)cc(C(=O)Nc2ccccc2OC)c1
- HCV inh: -3.5%
O=C(CSc1nc2ccccc2c(=O)n1CCCN1CCOCC1)Nc1ccc(F)c(Cl)c1
- HCV inh: 1.78µM*

C#CCOCCOCCOCCNc1nc(N2CCN(C(=O)[C@H](CO)n3cc([C@@H](N)C(C)C)nn3)CC2)nc(N2CCN(C(=O)[C@H](CCCCN)n3cc([C@@H](N)[C@H](C)CC)nn3)CC2)n1
- HCV inh: 10.7%
O=C(COC(=O)CNC(=O)c1ccccc1Cl)NC1CCCC1
- HCV inh: 3.6%
O=C(O)C(=Cc1cccc([N+](=O)[O-])c1)c1ccc(Cl)cc1
- HCV inh: 19.8%
c1ccc(-c2ncnc3ccccc23)cc1
- HCV inh: 0.4%
CC(C)(C)CC(=O)Nc1ccc(S(=O)(=O)NC2=NCCCCC2)cc1
- HCV inh: 1.9%
O=C(COC(=O)Cc1c[nH]c2ccccc12)Nc1ccccc1C(F)(F)F
- HCV inh: -11.1%
O=C(COC(=O)/C=C/c1ccccc1)NC(=O)NC1CCCCC1
- HCV inh: -8.4%
O=C(N/N=C/c1ccccc1)c1ccc(N2CCCC2=O)cc1
- HCV inh: -16.2%
COc1ccc2c(CC(=O)OCC(=O)N(C)c3c(N)n(Cc4ccccc4)c(=O)[nH]c3=O)coc2c1
- HCV inh: ?
Fc1ccc(-c2nnc(-n3nnc4ccccc43)c3ccccc23)cc1
- HCV inh: -15.5%

CCOc1ccc2ccccc2c1/C=N/NC(=O)c1c(C)cc(C)[nH]c1=O
- HCV inh: -20.3%
CC12CCC(C(N)C1=O)C2(C)C (centres undefined)
- HCV inh: 16.3%
CC1NC(C)c2c(ccc3ccccc23)O1 (centres undefined)
- HCV inh: 21.1%
CC(=O)c1ccc(S(=O)(=O)Nc2ccc(Cl)c(S(=O)(=O)N3CCCC3)c2)cc1
- HCV inh: -4.9%
O=C(COC(=O)CNC(=O)C1CCCCC1)Nc1ccc(F)c([N+](=O)[O-])c1
- HCV inh: 18.2%
CC[C@@]1(C(=O)OC)N[C@H](CN(C)C(=O)c2ccc(C(C)(C)C)cc2)[C@@H]2C(=O)N(Cc3ccccc3)C(=O)[C@@H]21
- HCV inh: -10.9%[8.37 µM]
COc1ccccc1C(=O)NC(=O)COC(=O)CNC(=O)c1ccccc1F
- HCV inh: 7.6%
COc1ccc(C2=NOC(C3(S(=O)(=O)c4ccccc4)CC(O)C3)C2)cc1 (centres undefined)
- HCV inh: -20.1%
COc1cc(C=NNc2ccc(S(=O)(=O)Nc3ccccc3C(=O)O)cc2[N+](=O)[O-])ccc1O
- HCV inh: 8.1%
O=C(O)c1cc(S(=O)(=O)N2CCN(S(=O)(=O)c3ccc4ccccc4c3)CC2)ccc1Br
- HCV inh: 8.1%

Cc1c(NC(=O)CN(C)CC(=O)Nc2ccc(F)c(F)c2F)c(=O)n(-c2ccccc2)n1C
- HCV inh: 2.5%
CCN(C[C@H]1N[C@@](C)(C(=O)OC)[C@H]2C(=O)N(Cc3ccccc3)C(=O)[C@@H]12)S(=O)(=O)c1ccccc1
- HCV inh: -7.6%
C[C@@H]1CN([C@@H](C)CO)C(=O)c2cccc(NC(=O)c3ccncc3)c2O[C@@H]1CN(C)Cc1ccc(-c2ccccc2)cc1
- HCV inh: -21.6%
COc1ccc(-c2nc3c(C(=O)NCCN(C)C)cccc3c3ccccc23)cc1
- HCV inh: ?
Nc1cc2c(cc1Br)[nH]c(=O)c1ccccc12
- HCV inh: ?
CC(C)Oc1cc2ccccc2cc1CNC[C@H]1O[C@@H](n2cnc3c(N)ncnc32)[C@H](O)[C@@H]1O
- HCV inh: -3.1%
CCN(CC)c1ccc(C(=C2C=CC(=[N+](CC)CC)C=C2)c2ccc(N(CC)CC)cc2)cc1
- HCV inh: 1.78µM*
COc1ccccc1OCCC(=O)OCC(=O)NCc1ccc(F)cc1
- HCV inh: 6.4%
CN1CCN(C(=O)c2ccc(-c3ccc(Br)cc3)o2)CC1
- HCV inh: ?
CCOc1ccc(Br)cc1S(=O)(=O)Nc1cccc(S(=O)(=O)Nc2ccccc2C(=O)O)c1
- HCV inh: 10.2%

COc1ccc(S(=O)(=O)N(C)C[C@H]2Oc3c(NC(=O)Nc4c(C)noc4C)cccc3C(=O)N([C@H](C)CO)C[C@@H]2C)cc1
- HCV inh: 16.2%
COc1ccc(NS(=O)(=O)c2cc(NC(=O)C(CC(C)C)NC(N)=O)ccc2N2CCOCC2)cc1 (centres undefined)
- HCV inh: 9.2%
COc1cc(C(=O)O)c2c(c1C)OC(=O)c1c(C)cc(O)c(C=O)c1O2
- HCV inh: 32.1%[activator]
O=C(Cc1c(F)cccc1Cl)NNC(=O)c1ccc(Br)s1
- HCV inh: 11.6%
COc1cccc(CN(C)C(=O)c2ccc(NC(=O)CC3SC(N4CCCCC4)=NC3=O)cc2)c1OC (centres undefined)
- HCV inh: 1.8%
Cc1cn(CC(=O)NCc2ccc(N(C)C)cc2)c(=O)[nH]c1=O
- HCV inh: -2.9%
CC(C)CC1NC(=O)c2ccccc2-n2c1nc1ccccc1c2=O (centres undefined)
- HCV inh: 12.4%
COc1cc(OC)cc(C(=O)NC(C(=O)N2CCC2)C(C)C)c1 (centres undefined)
- HCV inh: -12.1%
CC(=O)c1cccc(NC(=O)C(C)OC(=O)CCc2nc3ccccc3c(=O)[nH]2)c1 (centres undefined)
- HCV inh: 2.3%
CC(C)COc1cccc(C(=O)Nc2cc(S(=O)(=O)N3CCOCC3)ccc2N2CCCC2)c1
- HCV inh: -16.0%

CC1(C)C[C@H]2C3=CCC4[C@@]5(C)CC[C@H](O)[C@](C)(CO)C5CC[C@@]4(C)[C@]3(C)CC[C@@]2(C)[C@H](O)[C@@H]1O (some centres undefined)
- HCV inh: -22.4%
O=C(C[C@@H]1C/C=C\CCC(=O)O[C@H](c2ccccc2)CNC1=O)N[C@H](CO)Cc1ccccc1
- HCV inh: 23.6%
CC(C)(C)SCCNC(=O)CSc1ccccc1
- HCV inh: 10.6%
COCC(=O)N[C@@H]1c2cc(OC)c(OC)cc2C[C@H]1OCc1ccccc1
- HCV inh: -23.7%
COc1cc(C#Cc2c(-c3cncn3C)n(C)c3ccc(-c4cnc(N5CCOCC5)nc4)cc23)cc(OC)c1
- HCV inh: 14.6%
C=CC[C@H](CC(=O)N[C@H](CO)Cc1ccccc1)C(=O)N[C@@H](COC(=O)[C@H](CC=C)CC(=O)OC(C)(C)C)Cc1c[nH]c2ccccc12
- HCV inh: 13.1%
O=C(OCC(=O)C12CC3CC(CC(C3)C1)C2)c1ccc(O)cc1
- HCV inh: ?
CCCCC1(C)NC(=O)N(CC(=O)Nc2ccc(Cl)cc2C)C1=O (centres undefined)
- HCV inh: ?
CC(CC(C#N)(c1ccccc1)c1ccccc1)N1CCCCC1 (centres undefined)
- HCV inh: 6.7%
C[C@@H]1CN([C@@H](C)CO)C(=O)c2cccc(NC(=O)c3nc4ccccc4s3)c2O[C@@H]1CN(C)CC1CC1
- HCV inh: -24.8%

CN(C(=O)c1cccc(NC(=O)Cc2ccc(NC(=O)C3CCCN(C(=O)C4CC4)C3)cc2)c1)C1CCCC1 (centres undefined)
- HCV inh: ?
O=C(c1cc2cc3ccc(Cl)cc3nc2o1)N1CCN(Cc2ccc3c(c2)OCO3)CC1
- HCV inh: -4.8%
COc1ccc(S(=O)(=O)N(C)C)cc1NC(=O)COC(=O)C1CC1
- HCV inh: 6.0%
N#Cc1c(-c2ccc(F)cc2)c(-c2ccc(F)cc2)nn(CCO)c1=O
- HCV inh: 15.0%
C=CC[C@H](CC(=O)NCCO)C(=O)N[C@@H](COC(=O)[C@H](CC=C)CC(=O)OC(C)(C)C)Cc1ccccc1
- HCV inh: ?
Cn1nc(C(=O)O)c(=O)n(C)c1=O
- HCV inh: 4.9%
CC(=O)Nc1ccc(S(=O)(=O)N[C@@H](C)C(=O)OCC(=O)c2ccc(C)cc2)cc1
- HCV inh: 25.1%
COC(=O)C1=C(c2cc3ccccc3s2)C[C@@H]2CC[C@H]1N2C(=O)N1CCCCC1
- HCV inh: ?
O=C1CCCC/C=C\C[C@H](CC(=O)N(CCO)Cc2ccccc2)C(=O)N2CCC[C@@H]2CO1
- HCV inh: -13.1%
Cc1csc(=O)n1CCC(=O)OCc1nnc(-c2ccccc2Cl)o1
- HCV inh: -4.3%

Four entries from above, ordered by molecular weight, smallest number first.
COc1ccc(S(=O)(=O)N(C)C)cc1NC(=O)COC(=O)C1CC1
- HCV inh: 6.0%
COC(=O)C1=C(c2cc3ccccc3s2)C[C@@H]2CC[C@H]1N2C(=O)N1CCCCC1
- HCV inh: ?
O=C(c1cc2cc3ccc(Cl)cc3nc2o1)N1CCN(Cc2ccc3c(c2)OCO3)CC1
- HCV inh: -4.8%
C=CC[C@H](CC(=O)NCCO)C(=O)N[C@@H](COC(=O)[C@H](CC=C)CC(=O)OC(C)(C)C)Cc1ccccc1
- HCV inh: ?

More entries:
CC(NC(=O)COC(=O)c1ccc2ccccc2n1)c1ccccc1 (centres undefined)
- HCV inh: 14.5%
CN(C)S(=O)(=O)c1ccc(C(=O)NC(=O)CSc2nncs2)cc1
- HCV inh: 12.5%
O=C(CN1C(=O)NC2(CCCC2)C1=O)N1CCN(c2ccc(C(F)(F)F)cc2[N+](=O)[O-])CC1
- HCV inh: ?
COc1ccc(CNCCS(=O)(=O)NN2CCOCC2)cc1
- HCV inh: 18.2%
COC(=O)[C@]1(Cc2ccccc2)N[C@H](CN(C)C(C)=O)[C@@H]2C(=O)N(Cc3ccccc3)C(=O)[C@@H]21
- HCV inh: 5.3%
COc1ccccc1OCC(=O)NNC(=O)c1ccc(F)c(S(=O)(=O)N2CCOCC2)c1
- HCV inh: 38.7%[activator]
COc1ccc(CN(C)C(=O)c2ccc(NS(=O)(=O)c3ccc4[nH]c(=O)[nH]c4c3)cc2)c(OC)c1OC
- HCV inh: 4.5%
O=C(c1cccs1)c1sccc1Cc1ccccc1
- HCV inh: -2.4%
C=C1CCN([C@@H](Cc2ccccc2)C(=O)NCc2ccc(Cl)cc2)S(=O)(=O)c2ccccc21
- HCV inh: -23.5%
Cc1cc2ncn(C3CC(O)C(CO)O3)c2cc1C (centres undefined)
- HCV inh: 5.6%

Cc1ccccc1C(=O)NCC(=O)N1CCN(c2ccccn2)CC1
- HCV inh: 12.2%
Cc1cc(O)ccc1NC(=O)Cc1cccc2ccccc12
- HCV inh: -3.2%
COc1ccccc1C(=O)COC(=O)Cc1ccccc1F
- HCV inh: -13.6%
O=C(O)Cc1ccc(S(=O)(=O)N2CCCC2)s1
- HCV inh: 21.9%
NC(=S)NN=C1CCCCC12CCCC2
- HCV inh: -16.0%
CCC1S/C(=N/S(=O)(=O)c2ccc(N)cc2)NC1=O (centres undefined)
- HCV inh: 21.1%
CNc1nc(N/N=C/c2cc([N+](=O)[O-])ccc2F)nc(Nc2ccccc2)n1
- HCV inh: ?
COc1ccc(CCN2CC(C(=O)OCC(=O)N(C)CC(=O)Nc3ccccc3Cl)CC2=O)cc1OC (centres undefined)
- HCV inh: 11.8%
COc1ccc(C(=O)C2CCCN(C(=O)c3ccc(OC)o3)C2)c(C)c1 (centres undefined)
- HCV inh: -8.5%
COc1ccccc1C(=O)CN1C(=O)NC2(CCCc3ccccc32)C1=O (centres undefined)
- HCV inh: ?

COc1ccc(OC)c(NC(=O)Nc2ccc3[nH]ccc3c2)c1
- HCV inh: -24.3%
C[C@@H]1CN([C@H](C)CO)C(=O)c2cc(NC(=O)NC3CCCCC3)ccc2O[C@H]1CN(C)S(C)(=O)=O
- HCV inh: 0.0%
CCC1(O)CCCC2C3CCC4CC(=O)CCC4(C)C3C(=O)CC21C (centres undefined)
- HCV inh: 25.3%
CCCc1nc2c(s1)CCc1onc(-c3ccc(OC)cc3)c1-2
- HCV inh: -24.9%
CC(C)C(NCC(=O)Nc1ccccc1C(=O)NC1CC1)c1ccccc1 (centres undefined)
- HCV inh: -21.3%
O=C(CCS(=O)(=O)c1ccc(Cl)cc1)Nc1cccc(S(=O)(=O)N2CCCCCC2)c1
- HCV inh: ?
CN(C)S(=O)(=O)c1ccc(C(=O)OCC(=O)N2CC3(C)CC2CC(C)(C)C3)cc1 (centres undefined)
- HCV inh: 0.4%
